Screening results deposited in PubChem by Broad Institute.
Rtt109 Vps75: inhibitors of C. albicans Rtt109/Vps75 HAT, primary screen, biochemical, ThioGlo CoA-SH fluorescence, plate reader. purified Rtt109/Vps75, 4 h. inhibition, % at 34.9 µM. 330,000 compounds, 0.16% hits. AID 540336, 2011;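 active means inhibition of at least 50% in every replicate; inconclusive means best replicate reaches 50% inhibition but some replicates fall short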
Target sequence (Q5AAJ8 whole entry, looked up): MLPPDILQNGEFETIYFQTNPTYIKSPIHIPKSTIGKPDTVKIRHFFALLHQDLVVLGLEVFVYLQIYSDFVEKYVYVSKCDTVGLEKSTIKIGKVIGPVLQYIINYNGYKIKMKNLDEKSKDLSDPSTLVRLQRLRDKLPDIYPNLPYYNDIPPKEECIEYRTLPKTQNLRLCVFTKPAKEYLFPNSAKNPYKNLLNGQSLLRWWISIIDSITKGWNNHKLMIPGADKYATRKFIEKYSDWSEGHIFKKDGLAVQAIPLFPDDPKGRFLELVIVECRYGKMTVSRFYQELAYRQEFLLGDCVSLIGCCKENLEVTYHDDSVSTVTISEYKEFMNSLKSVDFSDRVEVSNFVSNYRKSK
PvdQ acylase: P. aeruginosa PvdQ acylase inhibitors, primary screen, biochemical, fluorescence, plate reader and imaging, single point. AID 488965, 2010. purified PvdQ acylase. 340,000 compounds, 0.063% hits. inhibition, % at 10 µM; in the data active means inhibition above about 30%, passing the limit was not always enough; inconclusive means no clear call, values can overlap the other calls;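 further: 0% = vehicle neutral wells and 100% = reference inhibitor wells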
CAL PDZ FP-1: untagged CAL PDZ binding inhibitors, primary screen, biochemical, fluorescence polarization, HTS; AID 602252, 2012; inhibition, % at 24.9 µM; 300,000 compounds, 0.92% hits; purified CAL PDZ, TMR-peptide fluorescence polarization, 1 h;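 active means mean inhibition of at least 30% with at least half of replicates also reaching 30%; inconclusive means no clear call, values can overlap the other calls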;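 further: 0% = DMSO neutral control and 100% = excess unlabeled competitor peptide PRC23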
SR-BI uptake up: activators of SR-BI mediated DiI-HDL uptake, primary screen, ldlA[mSR-BI] CHO cells, DiI fluorescence | 3 h; 100 = double the neutral-control signal | activation, % at 12.5 µM | 320,000 compounds, 0.096% hits | AID 504775, 2011;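 active means mean replicate activation of at least 60% and every replicate at or above 60%; inconclusive means mean or all-replicate condition met, but not both; inactive means mean below 60% and not all replicates reaching 60%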;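 further: 0% = median plate neutral-control signal and 100% = twice that signal; values of inactives mirror those of a sister screen read the other way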
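system = CHO ldlA[mSR-BI] cells, LDL receptor-null, SR-BI overexpressing | medium = Ham's F12 with 0.5% BSA, HEPES 25 mM, pH 7.4 | probe or stimulus = DiI-HDL 10 µg/mL | compound dosing = single-point compound dose | incubation = compound exposure 3 h, 37 °C | technique = DiI fluorescence, bottom read | read-out = cell-associated DiI fluorescence as measure of HDL uptake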
PfHsp90 yeast 2: growth inhibition of PfHsp90-expressing yeast, primary screen, antimalarial PfHsp90 inhibitor project, S. cerevisiae, BacTiter-Glo luminescence, single point, set 2 | inhibition, % at 9.4 µM | 310,000 compounds, 0.32% hits | BacTiter-Glo ATP, 48 h; yeast lacking PDR1 and PDR3 efflux regulators;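 active means every replicate shows inhibition above about 80%, whatever the replicate mean, limit read from the data; inconclusive means mean inhibition reaches the set limit but some replicate falls short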;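 further: 0% = DMSO neutral controls and 100% = 20 µM radicicol positive controls; yeast relying on Plasmodium falciparum Hsp90 in place of its own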
dFosB act: activators of delta FosB homodimer, primary screen, biochemical, fluorescence polarization, TAMRA-CDK5 oligo, single point. Protein FosB (Mus musculus), P13346. purified delta FosB; percent of positive-control signal above neutral wells. activation, % at 25 µM. 340,000 compounds, 0.99% hits. AID 493131, 2011;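 active means mean activation above about 17%, with every replicate also reaching it, limit read from the data, passing the limit was not always enough; inconclusive means only one of the two conditions met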;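 further: fluorescence polarization rise as delta FosB binds a TAMRA Cdk5 AP-1 oligo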
CAL PDZ FP-2: CAL PDZ peptide-binding inhibitors, primary screen, biochemical, fluorescence polarization, Cer-tagged CAL PDZ, HTS | purified CAL PDZ, TMR-peptide fluorescence polarization, 1 h | inhibition, % at 20 µM | AID 504414, 2011 | 330,000 compounds, 0.02% hits | Golgi-associated PDZ and coiled-coil motif-containing protein (Homo sapiens), Q9HD26;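 active means highest replicate inhibition of at least 40%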;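 further: plate controls were DMSO neutral control wells for no effect and unlabeled competitor peptide control wells for full effect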
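Test system: purified CerCALP PDZ construct; Compound dosing: one concentration, 20 µM compound; Also added: TMR-labelled reporter peptide T*-PRC34 bound in PDZ groove; Read-out: inhibition from polarization loss; Controls: unlabelled peptide and DMSO controls; Signal: FP readout, S and P plane fluorescence; Incubation: 1 h at RT.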
NSD2 HMT inh: NSD2 histone methyltransferase inhibitors, primary screen, biochemical, AlphaScreen, single concentration, set 2 | inhibition, % at 12.5 µM | NSD2 peptide methylation, 120 min | Histone-lysine N-methyltransferase NSD2 (Homo sapiens), O96028 | 310,000 compounds, 0.54% hits; in the data active means inhibition above about 50%
SR-BI DiI inh: inhibitors of SR-BI mediated HDL lipid uptake, primary screen, ldlA[mSR-BI] cells, fluorescence, single point; Scavenger receptor class B member 1 (Mus musculus), Q61009; ldlA[mSR-BI] CHO cells, DiI-HDL uptake fluorescence, 3 h; inhibition, % at 12.5 µM; 320,000 compounds, 0.96% hits; AID 488896, 2010;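 active means mean replicate inhibition of at least 70% and a set share of replicates each scoring 70 or more; inconclusive means meets just one of the two criteria; inactive means fails both criteria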;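 further: 0% = median of neutral control wells and 100% = median of positive control wells; values of inactives mirror those of a sister screen read the other way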
Target sequence (Q61009 whole entry, looked up): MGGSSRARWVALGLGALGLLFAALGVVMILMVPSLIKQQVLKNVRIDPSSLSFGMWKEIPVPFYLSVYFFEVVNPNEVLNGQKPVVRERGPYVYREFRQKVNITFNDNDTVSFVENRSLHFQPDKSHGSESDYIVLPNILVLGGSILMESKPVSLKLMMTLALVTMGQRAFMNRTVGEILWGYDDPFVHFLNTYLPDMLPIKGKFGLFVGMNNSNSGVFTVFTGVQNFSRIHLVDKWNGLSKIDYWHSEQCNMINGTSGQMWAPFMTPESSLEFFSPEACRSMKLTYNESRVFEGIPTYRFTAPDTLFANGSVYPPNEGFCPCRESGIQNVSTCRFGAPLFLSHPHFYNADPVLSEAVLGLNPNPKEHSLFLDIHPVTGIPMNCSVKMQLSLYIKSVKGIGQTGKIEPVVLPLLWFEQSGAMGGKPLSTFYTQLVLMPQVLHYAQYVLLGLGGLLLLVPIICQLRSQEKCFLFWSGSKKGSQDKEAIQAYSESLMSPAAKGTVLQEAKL
MITF TRPM1 HTS: activators of MITF-driven TRPM1 promoter reporter, primary screen, cell-based, SK-MEL-5, luciferase, single point | SK-MEL-5 TRPM1-promoter luciferase, 24 h; % of positive control, neutral wells = 0 | activation, % at 12.5 µM | 300,000 compounds, 0.75% hits | AID 588334, 2011;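 active means mean activation of at least 80% with every replicate also reaching 80%; inconclusive means mean reaches 80% but some replicate falls short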;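 further: 0% = neutral control wells and 100% = parthenolide positive control wells; values of inactives mirror those of a sister screen read the other way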
* hit, by the source's call; ? = inconclusive; nt = no result given; + = active, no number.

No.	mol	Rtt109 Vps75	PvdQ acylase	CAL PDZ FP-1	SR-BI uptake up	PfHsp90 yeast 2	dFosB act	CAL PDZ FP-2	NSD2 HMT inh	SR-BI DiI inh	MITF TRPM1 HTS
1	COC(=O)C(NS(C)(=O)=O)(c1c(C)[nH]c2ccccc12)C(F)(F)F (configuration not stated)	6	2	-4	-1	nt	-2	1.2	1	1	8
2	Cc1nn(CC(=O)NCCCN2CCC(N3CCCCC3)CC2)c(=O)c2cc(-c3ccccc3)nn12	-24	1	-7	21	-4	1	-2.3	4	-21	23
3	CCOc1cccc(C(=O)N/N=C/c2coc3ccccc3c2=O)c1	-3	-14	0	11	3	-14	-2.1	1	-11	-5
4	COc1cccc(/C=C/C(=O)OCC(=O)Nc2ccc3[nH]c(=O)[nH]c3c2)c1OC	-7	-13	9	6	3	8	-0.4	-1	-6	5
5	CCCCCC1C/C(=N\O)C=C(C)C1C(=O)OC (configuration not stated)	13	7	nt	-5	0	-7	-1.4	2	5	nt
6	Cc1ccc(N(CC(=O)N2CCCCC2)S(=O)(=O)c2ccc(C)cc2)cc1	-8	-11	-6	3	-52	-3	-1.7	-2	-3	-2
7	COc1ccc(/C=N/NC(=O)c2ccco2)cc1Cn1nc(C)c([N+](=O)[O-])c1C	-12	-9	2	-16	14	-9	-4.4	-3	16	0
8	CC(=O)c1cccc(NC(=S)NC(=O)Cc2ccccc2)c1	1	2	-4	-7	6	-5	-1.0	3	7	-3
9	COc1ccc(Cl)cc1NC(=S)NCCc1c[nH]c2ccccc12	-11	-7	9	-46	-3	-5	nt	5	46	1
10	Cc1ccccc1CN1CCN(C(=O)c2ccco2)CC1	0	-12	12	?	-11	-4	-0.2	56*	-133	23
11	O=C(CN1CCN(C(=O)C2COc3ccccc3O2)CC1)Nc1ccccc1 (configuration not stated)	0	-5	-1	-1	3	-5	0.0	-2	1	nt
12	C=C1c2cc(C)ccc2NC(=O)N1c1ccc(C)cc1	-7	14	-5	-2	11	-1	nt	0	2	5
13	CCC(CC)C(=O)Nc1cc(OC)c(OC)cc1C(=O)O	0	-9	-2	-8	16	-8	-2.3	1	8	8
14	CCSc1nnc([C@H](C)NC(=O)OC(C)(C)C)o1	nt	7	-3	10	nt	0	-2.1	-2	-10	nt
15	CCOc1ccc(C(=O)NCC2(c3ccccc3)CCOCC2)cc1	-1	-29	1	2	6	-8	-1.2	-2	-1	11
16	C/C(=N\NS(=O)(=O)c1ccc(Br)cc1)c1ccncc1	-5	-3	1	30	-20	2	-1.5	0	-30	8
17	Cc1c(C(=O)NCc2ccccn2)sc2nc(-c3ccccc3)cn12	-4	3	nt	-27	2	-6	-3.1	nt	27	41
18	COc1ccccc1CNS(=O)(=O)c1c(C)nc2scc(C)n2c1=O	-4	3	-7	-2	10	-5	0.4	-3	2	25
19	Cc1ccccc1-n1c(=O)n(Cc2ccc(C(=O)O)cc2)c(=O)c2[nH]cnc21	0	-17	2	2	9	0	-0.2	-1	-2	-3
20	CN(CC(=O)Nc1cccc(F)c1)C(=O)c1ccc(-n2cncn2)c([N+](=O)[O-])c1	-8	-17	-1	11	-53	-9	-1.4	1	-11	-3
21	COc1ccc(OC)c(S(=O)(=O)NCCCN2CCCC2=O)c1	2	-7	-5	nt	4	2	-1.4	-4	-42	6
22	Cc1ccc(S(=O)(=O)Nc2nc3ccccc3s2)cc1	1	-4	-2	16	nt	1	-3.0	-7	-16	nt
23	COc1cccc2cc(-c3ccnc(N)n3)oc12	1	0	77*	13	11	-18	9.9	nt	-13	47
24	CC(=O)Cc1nsc(NC(=O)c2ccc(Br)o2)n1	-1	-8	0	-6	-3	5	0.4	-2	6	6
25	CCC(=O)Nc1ccc(C(=O)n2nc(C)cc2C)cc1	-9	-1	2	nt	13	1	-1.4	-2	nt	5
26	N#Cc1cn(CCOc2ccccc2F)c2ccccc12	-3	-21	-2	-39	nt	-1	-2.1	-8	39	nt
27	O=C(C1=C[C@H](c2coc3ccccc3c2=O)C[C@H](OCCCCO)O1)N1CCOCC1	5	0	12	19	-4	3	-1.2	nt	-19	6
28	O=[N+]([O-])c1cc(-c2cnc3ccccc3n2)ccc1Oc1ccc(Cl)cc1	-2	-14	+	4	-6	-2	-0.5	0	-4	24
29	CCOC(=O)c1c(C)c(C(=O)NCc2cccs2)c(C)n1C	16	16	nt	-22	nt	2	-1.8	-3	22	-2
30	CSc1cccc(N2CC(C(=O)NCCN3C(=O)S/C(=C\c4cccnc4)C3=O)CC2=O)c1 (configuration not stated)	-20	-5	-1	-4	37	-12	-1.3	34	4	-3
31	Cc1nnc(N2CCCC(C(=O)NCc3cccc(F)c3)C2)c2nn(-c3ccccc3)c(C)c12 (configuration not stated)	-3	-1	21	-13	6	-20	-3.0	2	13	-26
32	Cc1cc2c(cc1S(=O)(=O)CCC(=O)NCc1ccccc1)OCC(=O)N2	-6	-15	0	22	3	13	0.2	nt	-22	nt
33	CCCOC(=O)C1=C(C)NC2=C(C(=O)C(C(=O)OC)C(C)C2)C1c1ccc(N(C)C)cc1 (configuration not stated)	nt	12	-4	-9	nt	-3	-1.5	1	9	nt
34	O=S(=O)(NN=C1CCCCC1)c1ccccc1	2	-12	1	8	10	-3	-0.8	5	-8	-4
35	CCCSc1nnc(N2C(=O)CC(c3ccsc3)C3=C2CCCC3=O)s1 (configuration not stated)	17	3	nt	3	nt	-9	0.2	nt	-3	nt
36	COc1cccc(N2CCN(CC(=O)Nc3nc(C)c(C(=O)N(C)C)s3)CC2)c1	-4	-10	nt	7	15	-4	-1.3	4	-7	-3
37	COc1ccccc1NC(=O)c1cc(OC)c(OC)cc1[N+](=O)[O-]	nt	-5	-6	-7	14	2	0.6	6	7	-1
38	COC(=O)c1ccc2nc(Nc3nc4ccc(F)cc4s3)sc2c1	-10	0	2	-24	-23	-5	-1.2	2	24	-83
39	O=C(COC(=O)c1ccccc1NC(=O)c1ccco1)Nc1ncc(Cl)cc1Cl	1	-7	nt	-18	-2	-3	-2.3	1	18	-20
40	CC(=O)/C(=C/N(C)C)Sc1ccc(C)cc1	0	10	-3	17	6	-8	-0.6	-1	-17	4
41	COc1ccc(C(=O)C2CCCN(Cc3cccn3-c3ccccn3)C2)c(OC)c1 (configuration not stated)	0	-14	-6	-15	-2	-6	0.6	9	15	-9
42	Cc1cc(=S)n(-c2ccccc2)n1C	-3	-10	-7	26	-10	2	0.2	-2	-26	-1
43	O=C(O)CCc1ccc(-c2ccc(F)cc2)n1CC(=O)O	-11	-15	-4	19	-18	0	nt	8	-19	2
44	COC(=O)CCCC(=O)NC1CC(C)(C)Cc2c1cnn2-c1ccc(C)cc1 (configuration not stated)	-8	-11	0	3	1	-6	4.2	55*	-3	-13
45	Cc1nc(-c2cccnc2)sc1C(=O)Nc1ccc(C(F)(F)F)cc1	-5	-11	7	12	-2	-28	-3.2	-3	-12	14
46	O=C(Nc1ccc(-c2nnc3n2CCCCC3)cc1)c1ccco1	-15	-4	2	-11	-21	-1	0.4	-3	11	7
47	COc1ccc2c(c1)C(=O)Cc1ccccc1O2	4	-14	nt	-3	-3	-5	-0.7	9	3	nt
48	NC(=O)c1ccc(NC(=O)C#Cc2ccccc2)cc1	0	-2	-5	3	12	1	nt	-3	-3	-9
49	Cc1ccc(N2CCN(/N=C/C(Cl)=C/c3ccccc3)CC2)cc1	-5	1	-2	?	nt	-6	-2.0	-4	-201	-7
50	O=C(NC(=S)Nc1ccccc1Br)C1CCCCC1	3	5	-4	1	-36	-2	-0.3	-4	-1	12
51	COC(=O)CCNC(=O)Cc1c(C)n(C(=O)c2ccc(Cl)cc2)c2ccc(OC)cc12	-5	-1	-4	nt	13	-10	-2.0	11	nt	nt
52	Cc1cc(NC(=O)Nc2cccc(Cl)c2)n(C(C)(C)C)n1	1	-13	-3	9	-31	-2	-3.2	-3	-9	-5
53	CCOc1ccccc1NC(=O)c1ccc2c(c1)C(=O)N(C(C)(C)C)C2=O	5	1	2	-44	3	-3	-10	-2	44	-6
54	Cc1ccc(C(=O)NCC(=O)OCC(=O)Nc2cc(S(=O)(=O)N3CCOCC3)ccc2Cl)s1	1	-4	-3	-11	-4	0	1.3	1	11	-3
55	COc1cccc(C(=O)/C=C/Nc2ccc(S(=O)(=O)Nc3onc(C)c3C)cc2)c1	-4	4	-6	-5	-20	5	-0.1	nt	5	-2
56	C=C(C)c1cccc(C(C)(C)NC(=O)N2CCC(C(N)=O)CC2)c1	1	-13	4	14	17	-3	-0.2	-7	-14	-2
57	CCO[C@H]1OC(C(=O)NCc2ccccc2)=C[C@@H](C2CC2)[C@@H]1CCCO	0	-5	-2	1	-10	2	-0.3	nt	-1	10
58	CC1CCN(S(=O)(=O)c2ccc3c(c2)CC(C)N3C(=O)C2CCC2)CC1 (configuration not stated)	11	-5	-3	-5	-19	-8	-2.4	6	5	1
59	CC(CCc1ccccc1)NC(=O)c1cccs1 (configuration not stated)	nt	16	-3	12	-12	-11	-2.2	-3	-12	9
60	Cc1ccc2nc(C)c(C(=O)NN=C3CCCCCC3)n2c1	28	6	-2	21	11	-7	-2.6	-2	-21	-5
61	CCOC(=O)C1CCN(CC(=O)c2ccc(O)c(C)c2O)CC1	3	20	-16	5	7	2	-1.3	33	-5	0
